Compound activity deposited in PubChem by several laboratories.
NOD1 NF-kB reporter – NOD1 signaling inhibitors, primary screen, cell-based, luminescence, uHTS (AID 1578). NOD1-driven NF-kB luciferase reporter cells, luminescence; higher % means a stronger effect. one-dose inhibition, % at 4 µM; EC50 in µM for titrated hits. 1% of 290,000 active; in the data active = inhibition mostly above about 36%, no sharp cut-off; inactive = mostly below about 34%;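 note: HEK-293T reporter cells stimulated with the NOD1 agonist gamma-tri-DAP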
HEK293 NOD2/NF-kB – NOD2 signaling inhibitors, cell-based, luminescence, uHTS, HEK293 (AID 1566). HEK293 NOD2/NF-kB luciferase reporter, luminescence; higher % means a stronger effect. inhibition, % at 4 µM, or EC50 in µM where a hit was titrated. 0.63% of 290,000 active; note: many of its hits are not listed in these tables
KOR beta-arrestin-1 – kappa opioid receptor activators – cell-based, luminescence, uHTS, primary screen (AID 1777) | KOR beta-arrestin recruitment, luminescence; higher % means a stronger effect | one-dose activation, % at 10 µM; EC50 in µM for titrated hits | 0.02% of 280,000 active; in the data active = activation above about 50%, passing the limit was not always enough; note: a part of the inactive calls stands beside numbers as strong as those of hits
HIV peptide binding – inhibitors of HIV fusion peptide binding, primary screen, biochemical, uHTS, fluorescence dequenching (AID 1986) | cell-free peptide binding, fluorescence dequenching, 30 min; higher % means a stronger effect | inhibition, % at 20 µM; hits with a dose series show IC50 in µM | 0.3% of 290,000 active; in the data active = inhibition mostly above about 52%, no sharp cut-off; inactive = mostly below about 76%; note: some results filed as inactive read as strong as hits
KOR beta-arrestin-2 – KOR antagonists, beta-arrestin recruitment, cell-based, luminescence, uHTS (AID 1778); KOR beta-arrestin recruitment, luminescence, antagonist mode; higher % means a stronger effect; inhibition, % at 10 µM; hits with a dose series show IC50 in µM; 0.091% of 290,000 active; note: strong numbers were not always called active
GPR55 LPI antagonism – GPR55 antagonists blocking LPI-driven arrestin recruitment, primary screen, imaging, U2OS, beta-arrestin-GFP, LPI agonist (AID 2013); 0.13% of 290,000 active; one-dose inhibition, % at 10 µM; IC50 in µM for titrated hits; U2OS GPR55 beta-arrestin-GFP translocation imaging, LPI antagonism; higher % means a stronger effect;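 active = spots per cell inhibited over 60%, with over 100 cells counted and total cytoplasm intensity under 500,000; inconclusive = wells with under 100 cells, flagged as likely toxic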;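 note: U2OS cells stably carrying GPR55 and arrestin-GFP stimulated by 5 µM LPI near EC80; imaged beta-arrestin-GFP aggregate spots per cell after agonist stimulation; plate controls were LPI-stimulated DMSO wells for no effect and DMSO wells without LPI for full effect; some results filed as inactive read as strong as hits; confirmed hits need IC50 under 10 µM and bright autofluorescent wells are also inconclusive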
GPR55 beta-arrestin – selective activators of receptor GPR55 – imaging, U2OS cells, beta-arrestin-GFP redistribution, primary screen (AID 1961); U2OS GPR55 beta-arrestin-GFP redistribution imaging; higher % means a stronger effect; one-dose activation, % at 10 µM; EC50 in µM for titrated hits; 0.048% of 290,000 active;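 active = activation above 40% with more than 50 cells counted in the well; inconclusive = wells holding fewer than 50 cells, flagged as toxic or sparse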;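 note: U2OS osteosarcoma cells stably expressing GPR55 and beta-arrestin-GFP; plate controls were DMSO negative control for no effect and LPI positive control for full effect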
Myeloid diff 2 – promotes myeloid progenitor differentiation; 1% of 360,000 active; ER-HoxA9 myeloid progenitors, lysozyme-GFP differentiation, flow cytometry; calls only at 10 µM; AID 624256;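 active = normalized GFP-positive differentiation at or above the plate's own cutoff, the solvent-only control mean plus 3 SD; inconclusive = no clear call, values can overlap the other calls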;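 note: cells exposed to compound for four days before flow analysis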
GPR35 arrestin U2OS – inhibition of zaprinast-stimulated GPR35 beta-arrestin translocation – imaging, U2OS, beta-arrestin-GFP, zaprinast agonist, primary screen (AID 2058) | U2OS GPR35 beta-arrestin-GFP translocation imaging, zaprinast antagonism; higher % means a stronger effect | inhibition, % at 10 µM; hits with a dose series show IC50 in µM | 0.052% of 290,000 active;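 active = inhibition of at least 50% with at least 30 cells and total cytoplasm GFP at most 10,000,000; inconclusive = under 30 cells or total GFP of 10,000,000 plus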
Myeloid diff 2 GFP+ MAC1+ % – second read-out of Myeloid diff 2, no call of its own (marks repeat the call); GFP+ MAC1+ double positive, %; measured here: differentiation confirmed by MAC1 staining
Numbers without * were called inactive; i = inactive; ? = inconclusive; / = no result given; + = active, no number; [ ] = another dose, or the depositor's remark. Cut-off read from the data, not from the text of the source, unless noted: active = inhibition above about 50%; inactive = the rest. A portion of the library; count on the stated rates, not on these rows.

SMILES	NOD1 NF-kB reporter	HEK293 NOD2/NF-kB	KOR beta-arrestin-1	HIV peptide binding	KOR beta-arrestin-2	GPR55 LPI antagonism	GPR55 beta-arrestin	Myeloid diff 2	Myeloid diff 2 GFP+ MAC1+ %	GPR35 arrestin U2OS
CCOc1ccc(C(C)=O)cc1COc1ccc(-c2nnco2)cc1	10%	23%	6.3%	-0.7%	-19%	-13%	0.0%	i	1.4	2%
Cc1cc(N2C(=O)C(O)=C(C(=O)c3cc4ccccc4o3)C2c2ccc(Br)cc2)no1 (centres undefined)	-11%	-4%	-5.5%	45%	-2%	3%	0.7%	?	/	-10%
COc1cc(C(=O)N/N=C(\C)Cn2nc([N+](=O)[O-])cc2C)ccc1O	-10%	8%	-2.5%	-1.9%	-1%	6%	0.3%	i	0.5	-13%
NS(=O)(=O)c1ccc(NNC(=O)c2cccs2)cc1	-15%	-29%	-0.5%	-0.6%	20%	3%	0.7%	i	0.3	13%
CCCn1cnc2cc(NCc3ccccn3)ccc21	-37%	-46%	3.0%	1.6%	1%	-5%	0.2%	i	2.0	-5%
CC(C)(C)c1ccc(C(=O)Nc2ccc(Cl)cc2)cc1	-25%	-40%	5.7%	-0.3%	3%	-24%	0.5%	i	0.0	1%
COc1ccc(S(=O)(=O)N2CCCCC2)cc1NS(=O)(=O)c1ccccc1F	-16%	10%	-5.4%	1.1%	4%	-8%	0.2%	i	1.2	12%
O=C(Nc1cccc(F)c1)C1CCCN(S(=O)(=O)c2cccc3cccnc23)C1 (centres undefined)	-11%	11%	2.6%	-1.6%	15%	3%	-0.2%	i	2.0	1%
CC(C)CNc1nc(Oc2ccc(=O)n(C)n2)nc(N2CCOCC2)n1	-38%	11%	-2.8%	16%	-3%	-1%	-0.1%	i	0.1	2%
COc1ccc(Cl)cc1NC(=O)CN(C)C(=O)CCCc1c[nH]c2ccccc12	-14%	8%	-0.9%	1.1%	-8%	13%	-0.2%	i	3.4	0%
CCOCC(=O)OCC(=O)Nc1cc(OC)c([N+](=O)[O-])cc1C	-17%	12%	-7.4%	0.2%	15%	12%	0.4%	i	1.1	-4%
Cn1c(N)c(C(=O)COc2ccc(Cl)cc2Cl)c(=O)n(C)c1=O	-8%	1%	2.5%	0.2%	-27%	-2%	15%	i	1.3	-15%
Cc1[nH]n(-c2ccccc2)c(=O)c1/C=N/Nc1nncc(-c2ccccc2)n1	-62%	-4%	4.8%	15%	-14%	-14%	0.1%	i	8.4	3%
CC(C)CN1C(=O)NC2(CCCc3ccccc32)C1=O (centres undefined)	-11%	-1%	-1.9%	0.6%	-21%	2%	0.3%	i	0.5	6%
COc1ccc(OCCCNCCc2ccccc2)cc1	-25%	-1%	-4.4%	-1.6%	40%[20 µM]	3%	-0.1%	i	0.1	-7%
CCCOc1ccc(Cc2c(Cl)nc(SC)nc2N(C)C)cc1	14%	12%	-1.9%	1.9%	4%	16%	-0.2%	i	0.2	2%
N#Cc1c(-c2ccccc2)nc(SCC(=O)N(c2ccccc2)c2ccccc2)[nH]c1=O	-20%	24%	-0.2%	47%	18%	-11%	0.5%	i	0.3	7%
CCN(C(=O)Cc1ccc(NC2=NC3CS(=O)(=O)CC3S2)cc1)c1ccccc1 (centres undefined)	-8%	20%	-6.7%	-0.3%	-9%[20 µM]	0%	0.8%	i	1.8	2%
COc1cccc(Oc2nc(-c3ccncc3)nc3ccccc23)c1	-9%	-12%	0.0%	-1.3%	-12%	-2%	-0.2%	i	0.3	9%
Cc1cc(OC2CCCCC2)nc(-c2ccccc2O)n1	-20%	3%	-7.1%	-0.5%	-16%	0%	-0.2%	i	2.0	-5%
Cc1nn(-c2ccccc2)c2c1C(c1cccc([N+](=O)[O-])c1)N(c1ccccc1)C(=O)N2 (centres undefined)	-18%	16%	0.9%	0.8%	4%	10%	0.0%	i	0.3	8%
Cc1ccc(NC(=O)CCS(=O)(=O)c2ccccc2)cc1S(=O)(=O)N1CCOCC1	-22%	-2%	0.2%	0.5%	-4%	-1%	-0.1%	i	0.5	-11%
O=C1c2ccccc2C(=O)N1CCC(O)C[N+](=O)[O-] (centres undefined)	-29%	-1%	-3.4%	-1.9%	6%	10%	0.3%	i	0.1	-23%
COc1ccc(C=O)cc1OC(=O)N1CCOCC1	-9%	6%	-2.7%	-1.8%	2%	6%	0.0%	i	0.6	-8%
O=C(O)/C=C/C(=O)Nc1ccc(NC(=O)c2ccccc2)c(Cl)c1	-26%	15%	-4.5%	0.1%	6%	6%	-0.2%	i	0.2	6%
c1ccc(OCCOCCN2CCN(C(c3ccccc3)c3ccccc3)CC2)cc1	10%	5%	1.4%	-1.6%	-29%	21%	-0.2%	i	0.9	13%
CC(=O)c1ccc(NC(=O)C(C)NCc2ccccc2Cl)cc1 (centres undefined)	4%	6%	-5.0%	0.9%	12%	3%	1.1%	i	0.3	3%
Cc1ncc(CO)c(CNc2ccc(-c3nc4ccccc4[nH]3)cc2)c1O	-13%	-100%	4.4%	-1.8%	-46%	-16%	0.0%	i	0.9	-2%
Cc1cc(CN(C)C(=O)CCc2nnc(Cc3cccc(C(F)(F)F)c3)o2)on1	-47%	-54%	-4.9%	2.0%	-2%	1%	-0.1%	i	0.6	11%
CC(=O)c1cccc(NC(=O)c2cccc(NC(=O)c3ccco3)c2)c1	-24%	14%	-1.5%	0.6%	0%[20 µM]	-19%	-0.1%	i	0.5	10%
CCOc1ccc2c(c1)C(C)=CC(C)(C)N2S(=O)(=O)c1ccc(F)cc1	-1%	2%	-6.2%	-0.9%	-42%[20 µM]	5%	-0.1%	i	0.4	0%
Cc1ccc2nsnc2c1S(=O)(=O)N1CCN(Cc2ccc3c(c2)OCO3)CC1	-9%	5%	-2.2%	-1.7%	4%	6%	-0.2%	i	4.0	-21%
COC(=O)CC(=O)CSc1nc2c(cc1C#N)CCCCC2	-30%	-66%	-0.7%	1.4%	17%	8%	0.1%	i	4.2	5%
O=C(Nc1cccc2ccccc12)c1ccc([N+](=O)[O-])o1	40%	27%	0.2%	2.1%	-45%[20 µM]	17%	0.1%	/	/	18%
CC(NC(=O)c1cccc(S(=O)(=O)N(C)C)c1)c1nc2ccccc2[nH]1 (centres undefined)	-30%	-6%	6.8%	-1.7%	-31%	2%	0.0%	i	1.2	-4%
COc1cc(C2NCCc3c2[nH]c2ccccc32)ccc1OC(C)C (centres undefined)	-33%	4%	/	1.6%	-53%[20 µM]	3%	1.1%	/	/	2%
CC(Oc1ccccc1)C(=O)N=Nc1c(O)[nH]c2ccc(Br)cc12 (centres undefined)	-9%	11%	-5.3%	-1.5%	-1%	7%	0.3%	i	0.5	0%
COc1ccc(OC)c(NC(=O)CSc2nnc(-c3cccnc3)s2)c1	-22%	5%	1.0%	0.0%	-20%	-2%	-0.2%	i	0.2	14%
COc1ccc(CCn2c(-c3ccc(F)cc3)nc3c(c(=O)c4ccccc4n3C)c2=O)cc1OC	-6%	-7%	-1.3%	2.0%	46%	-2%	-0.1%	i	0.5	2%
COc1ccc(S(=O)(=O)N2CCOCC2)cc1NC(=O)CSc1cccc[n+]1[O-]	-8%	-11%	2.4%	-1.4%	8%	8%	0.3%	i	0.3	9%

Grouped by structure: the entries above with a cyano group
SMILES	NOD1 NF-kB reporter	HEK293 NOD2/NF-kB	KOR beta-arrestin-1	HIV peptide binding	KOR beta-arrestin-2	GPR55 LPI antagonism	GPR55 beta-arrestin	Myeloid diff 2	Myeloid diff 2 GFP+ MAC1+ %	GPR35 arrestin U2OS
N#Cc1c(-c2ccccc2)nc(SCC(=O)N(c2ccccc2)c2ccccc2)[nH]c1=O	-20%	24%	-0.2%	47%	18%	-11%	0.5%	i	0.3	7%
COC(=O)CC(=O)CSc1nc2c(cc1C#N)CCCCC2	-30%	-66%	-0.7%	1.4%	17%	8%	0.1%	i	4.2	5%

(listing goes on)
SMILES	NOD1 NF-kB reporter	HEK293 NOD2/NF-kB	KOR beta-arrestin-1	HIV peptide binding	KOR beta-arrestin-2	GPR55 LPI antagonism	GPR55 beta-arrestin	Myeloid diff 2	Myeloid diff 2 GFP+ MAC1+ %	GPR35 arrestin U2OS
CCOC(=O)/C(=N/Nc1ccc(OC)cc1)Sc1nnc(CCc2ccccc2)n1-c1ccccc1	-18%	6%	-1.9%	-2.9%	6%	8%	0.1%	i	1.1	0%
CC(=O)c1cc(CN2CCN(C3CCN(C(C)C)CC3)C(CCO)C2)cs1 (centres undefined)	-13%	-6%	-4.1%	-0.2%	-23%	0%	-0.3%	i	0.2	21%
CC(=O)c1ccc(-c2ccc(C(=O)N3CCN(c4ccc(F)cc4)CC3)o2)cc1	-18%	14%	-4.1%	0.8%	0%	11%	0.2%	i	0.5	-16%
Cc1cccc2nc(-c3cccc(NC(=O)Cc4ccccc4)c3)cn12	-12%	16%	-1.7%	2.1%	-15%	15%	-0.2%	?	/	0%
CCC(NS(=O)(=O)c1c(C)[nH]c(=O)[nH]c1=O)C12CC3CC(CC(C3)C1)C2 (centres undefined)	-17%	-5%	0.1%	2.5%	20%	33%	-0.1%	i	0.9	-14%
Cc1cccc(N2CCN(S(=O)(=O)c3cccc4nonc34)CC2)c1C	-9%	10%	-4.0%	3.7%	3%	15%	0.5%	i	0.5	-5%
CC1(c2ccccc2)NC(=O)N(CC(=O)Nc2ccc([N+](=O)[O-])cc2)C1=O (centres undefined)	-41%	8%	-1.6%	2.6%	9%	1%	-0.2%	i	0.2	-2%
O=C(NCCN1CCCCC1)c1ccc(/C=N/O)nc1	-26%	-1%	0.6%	0.6%	-60%[20 µM]	8%	0.3%	i	0.2	17%
Cc1ccc(N2C(=O)C(CN3CCOCC3)C2c2ccccc2)cc1 (centres undefined)	-40%	-5%	-2.3%	-1.5%	1%	8%	1.0%	i	0.1	-8%
COc1cc(NC(=O)c2cccs2)c(OC)cc1NC(=O)Cc1ccccc1	-11%	31%	-6.0%	-1.0%	6%	5%	0.2%	i	0.2	9%
COc1ccc(NC(=S)NCCCc2ccccc2)cc1	-16%	4%	-1.2%	2.7%	10%	11%	-0.2%	i	0.5	-2%
CSc1nsc(/C=C/Nc2ccc(F)cc2)c1C#N	-28%	19%	0.3%	14%	2%	11%	0.7%	+	4.4*	-5%
Cn1c(=O)[nH]c(=O)c2c1nc(Br)n2Cc1ccccc1Cl	-7%	11%	7.7%	0.2%	10%	1%	-0.3%	i	0.9	-3%
CC(N=Cc1cc([N+](=O)[O-])ccc1O)c1ccccc1 (centres undefined)	22%	16%	-2.6%	-2.4%	9%	13%	-0.4%	i	0.3	-3%
CC(=O)c1c(C)[nH]c(C(=O)N2CCCC(C)C2)c1C (centres undefined)	2%	8%	-2.9%	0.3%	-3%	-4%	-0.3%	i	1.7	-8%
